Source: PubChem BioAssay (Broad Institute)
GSIS activator: primary screen for activators of insulin secretion dependent on glucose, INS-1E cells, GLuc reporter luminescence; INS-1E GLuc reporter insulin secretion, 2-3 h; activation, % at 16.6 µM; actives 0.61% (n = 370,000); AID 743287;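 active means lowest replicate activation of at least 40%, so every replicate reaches that level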;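 further: 0% = median of neutral control wells and 100% = median of IBMX positive control wells; some compounds called inactive have numbers as strong as hits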
PGC1a acetyl inh: PGC1a acetylation modulation, inhibitor mode; U2OS PGC1a acetylation, AlphaScreen anti-acetyl-lysine; with virally co-expressed GCN5 acetyltransferase; inhibition, % at 15.6 µM; actives 0.17% (n = 350,000); AID 651687;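 active means every replicate shows inhibition of at least 40%; inconclusive means mean inhibition at least 40% but some replicate below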;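 further: 0% = neutral control wells and 100% = positive control wells; some results beyond the cut were filed as inactive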
Cneo AK release: Cryptococcus neoformans lysis via adenylate kinase release. lysis activity, % at 15 µM. C. neoformans lysis, adenylate kinase release luminescence, 4 h; normalised: neutral wells 0, clomiphene wells 100. actives 0.2% (n = 360,000);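 active means mean lysis activity across replicates of at least 80%, whatever share of replicates individually reach that level; inactive means mean lysis activity below 80%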
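Test system: log-phase Cryptococcus neoformans yeast cells. Input: 5 × 10^6 yeast cells/mL. Medium: fresh YPD growth medium. Doses: single dose. Incubation: static 4 h at 37 °C with compound, 1 h detection. Measured by: luminescent adenylate kinase detection reagent. Read-out: signal increase indicating cell lysis. Benchmarks: Clomiphene.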
CFTR F508del cor: CFTR F508del correction in bronchial cells | CFBE cells, YFP halide quenching; stimulated with forskolin plus potentiator P3; % fluorescence drop versus neutral controls | activity (quench increase), % at 7.58 µM | actives 0.36% (n = 350,000) | AID 720511;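 active means mean added fluorescence quench of at least 8% versus neutral control, with both replicates also reaching 8%; inconclusive means only one of the mean or replicate conditions met; inactive means mean below 8% and not both replicates reaching 8%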;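 further: cells transiently co-express mutant CFTR-F508del with the halide-sensitive YFP; corrector assay measuring rescue of mutant channel to the surface after 24 h compound exposure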
miR122 inh: blocks miR-122 activity in Huh7 sensor cells; Huh7 miR-122 Renilla luciferase sensor, 48 h; neutral wells = 0, positive control = 100; activation (reporter increase), % at 12.5 µM; actives 0.3% (n = 340,000);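 active means mean replicate activation score at least 90 and every replicate individually at or above 90; inconclusive means only one of the two criteria met; inactive means neither criterion met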;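 further: higher luciferase means less miR-122 activity so hits act as miR-122 inhibitors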
PglD DTNB: inhibitors of Campylobacter jejuni PglD acetyltransferase. purified PglD enzyme, DTNB colorimetric CoA detection. inhibition, % at 12.5 µM. actives 0.098% (n = 360,000). AID 602405; in the data active means inhibition above about 16%, passing the limit was not always enough; inconclusive means no clear call, values can overlap the other calls; further: strong numbers were not always called active
FN deposition inh: fibronectin deposition inhibition | AH1F fibroblasts, Alexa488-fibronectin deposition fluorescence, overnight | actives 0.086% (n = 350,000) | inhibition, % at 12.6 µM | AID 743247;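 active means mean inhibition across replicates of 30% or more, regardless of how many single replicates reach that level; inconclusive means mean under 30% yet at least half of replicates reach 30%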;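 further: positive control wells lacked labelled fibronectin entirely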
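Material: AH1F fibroblasts assembling fluorescent fibronectin matrix; amount: 10000 AH1F cells/well; medium: DMEM, 2% serum; reagent: Alexa488-fibronectin, 24 nM final in well; dosing: single compound dose, delivered by pin transfer; incubation: 1 h adhesion, overnight exposure; detection: fluorescence after three HBSS washes, excitation 485 nm, emission 525 nm; measure: fibronectin deposition inhibition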
Statin myotox sup: suppressors of simvastatin-induced myotoxicity in C2C12 myotubes. ATP luminescence, 48 h; scaled: DMSO 0, geranylgeraniol control 100. rescue of ATP level, % at 7.49 µM. actives 0.78% (n = 330,000). AID 602340;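 active means mean ATP rescue above about 67%, or every replicate alone reaching that limit, limit read from the data, passing the limit was not always enough; inconclusive means no clear call, values can overlap the other calls; inactive means mean under the limit and some replicate under it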;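 further: myotubes were challenged with 10 µM simvastatin during compound exposure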
* = called active by the depositor; ? = inconclusive; . = not tested or not shown; [ ] = another dose, or the depositor's remark.

SMILES	GSIS activator	PGC1a acetyl inh	Cneo AK release	CFTR F508del cor	miR122 inh	PglD DTNB	FN deposition inh	Statin myotox sup
CN1CC(=O)N(CC(=O)N2N=C(c3ccc(Cl)cc3)CC2c2ccco2)C1=O (stereo unspecified)	-1	.	-1	6.4	0	1	-5	-2
Cc1ccc(SCCN2CCN(Cc3ccccc3)CC2)cc1	7	7	1	-0.2	0	-6	0	1
O=C1c2cnc3nc(SCc4ccccc4)nn3c2CC2c3ccccc3CCN12 (stereo unspecified)	.	.	-1	.	-3	-10	-1	-2
COCC(=O)N(C)C[C@H]1[C@H](c2ccccc2)[C@H](CO)N1C(=O)Cc1ccncc1	4	5	3	-0.7	-18[16.7 µM]	0	-3	-4
N#Cc1ccccc1S(=O)(=O)N1CCN(Cc2cc3c(cc2Br)OCCO3)CC1	-2	-105	0	-3.9	-3	-1	2	9
CO[C@H]1CN(C)C(=O)c2ccc(NC(C)=O)cc2OC[C@H](C)N(C(=O)c2cccnc2)C[C@@H]1C	0	-3	.	0.7	.	.	-9	.
O=C(CNC(=O)c1ccco1)Nc1ccc(S(=O)(=O)N2CCCC2)cc1	.	-3	-1	.	0	3	8	-1
O=C(Nc1ccccc1F)N1CC(=O)N2[C@@H](CO)[C@@H](c3ccc(C#CC4CCCC4)cc3)[C@@H]2C1	-24	-2	.	0.7	.	.	-10	.
O=C(Nc1cccc(Cl)c1)N[C@H]1CC[C@H](CCNC(=O)C2CCCCC2)O[C@H]1CO	-3	-1	1	0.1	.	-2	-9	2
COc1ccc(CCNC(=O)c2cccnc2)cc1	-3	12	-2	.	-5	6	.	-1
Cc1csc(NC(=O)C2CCCN(S(=O)(=O)c3cnc[nH]3)C2)n1 (stereo unspecified)	9	-13	0	-0.1	3	-1	-8	-6
Cn1c2ccccc2c2nnc(SCC(=O)NCc3ccoc3)nc21	1	0	.	-1.1	.	.	8	.
CCOCCCn1c(SCC(=O)Nc2cc(C(C)(C)C)nn2-c2ccccc2)nc2ccccc2c1=O	-4	.	.	.	-2	.	2	4
Cc1cc(C)nc(NN2C(=O)/C(=C/c3ccccc3)SC2=S)n1	-2	-6	-2	.	-6	-2	-2	-7
CCC(C(=O)Nc1ccon1)c1ccccc1 (stereo unspecified)	-3	.	3	-1.3	-5	2	5	0
CO[C@H]1CN(C)C(=O)c2cc(NS(C)(=O)=O)ccc2OC[C@@H](C)N(CC2CC2)C[C@@H]1C	17	-5	-2	1.2	.	-3	0	9
Cc1cc(C)cc(C(=O)N(Cc2ccco2)c2c(N)n(Cc3ccccc3)c(=O)[nH]c2=O)c1	1	-5	1	6.9	-2	-8	3	8
CCC(=O)Nc1ccc2c(c1)OC[C@H](C)N(Cc1ccncc1)C[C@@H](C)[C@H](OC)CN(C)C2=O	15	15	.	-1.6	.	.	-12	.
O=C(NNC(=O)c1ccc(O)cc1O)c1ccc(-c2ccccc2)cc1	10	-12	-3	-2.8	-5	-5	10	-3
C[C@@H]1CN([C@@H](C)CO)C(=O)Cc2cc(NC(=O)NC3CCCCC3)ccc2O[C@@H]1CN(C)S(=O)(=O)c1cccs1	-7	-6	-2	-3.6	3[16.7 µM]	-1	19	9
C[C@H]1CN([C@@H](C)CO)C(=O)CCCn2nncc2CO[C@H]1CN(C)Cc1ccc(-c2ccccc2)cc1	-16	0	3	-2.4	-7[16.7 µM]	-1	18	5
CC(=O)NCCC(=O)Nc1cc(S(=O)(=O)N2CCCCC2)ccc1Oc1cccc(C)c1	-14	11	2	0.5	.	1	2	.
COc1ccc(CC(=O)O/N=C(\N)c2ccccn2)cc1OC	.	3	-1	0.7	-4	-3	1	4
COc1ccc(C(C)NC(=O)c2ccncc2)cc1 (stereo unspecified)	-9	.	1	-0.1	-3	-5	5	4
Cc1ccc(C2=NCCn3c2c2ccc([N+](=O)[O-])cc2[n+]3[O-])cc1	3	8	2	-9.7	-9	2	-14	26

Next results:
SMILES	GSIS activator	PGC1a acetyl inh	Cneo AK release	CFTR F508del cor	miR122 inh	PglD DTNB	FN deposition inh	Statin myotox sup
CCOc1cc(N(CC)CC)ccc1/C=C(/C#N)c1nc2ccccc2[nH]1	.	-24	-3	.	-19	1	.	-60
CN1CCN(c2ccc(S(=O)(=O)N3CCCCC3)cc2[N+](=O)[O-])CC1	11	-9	-2	2.7	3	2	-4	8
COc1ccc(Cl)cc1N1C(=N)SCC1=O	1	0	.	-2.2	.	.	0	.
Cc1cccc(CCNC(=O)CN(C)S(=O)(=O)c2cnc[nH]2)c1	3	5	-1	.	2	5	0	.
CO[C@@H]1CN(C)C(=O)c2ccc(NC(=O)C3CC3)cc2OC[C@@H](C)N(C(=O)c2ccncc2)C[C@@H]1C	19	6	-2	-0.6	.	-1	-3	-3
CC1CCN(C(=O)Cn2c(=O)n(Cc3ccco3)c(=O)c3sccc32)CC1	-2	17	0	-0.8	2	3	12	0
CC(C)NCC(O)COc1cccc2ccccc12 (stereo unspecified)	13	-2	2	-2.6	-1	-2	-3	-4
COC(=O)c1c(S(=O)(=O)N2CCOCC2)c(C)n(C)c1C	0	-2	-5	-5.6	0	-3	-2	8
CCN(CC)CCN(Cc1cc2cc3c(cc2[nH]c1=O)OCCO3)C(=S)NCCCN(C)C	13	4	-2	1.3	-2	9	4	0
COc1cccc(CNCCc2c[nH]c3ccccc23)c1OCc1ccc(F)cc1	-24	-41	3	.	-5	26*	.	-33
N#C/C(C(N)=O)=C1/CCCN1Cc1ccccc1	8	-7	5	-34	-2	-2	4	-5
O=C(CCc1nnc(Cc2c[nH]c3ccccc23)o1)NC1CCCC1	7	-4	6	1.1	-5	6	0	6
COC(=O)c1ccc(C2Nc3ccc(/C(C)=N/NC(=O)C(OC)c4ccccc4)cc3C3C=CCC32)cc1 (stereo unspecified)	.	-2	3	.	-9	0	.	-2
Cc1nn(CC(=O)Nc2ccc3c(c2)nc(CN2CCCCC2)n3C)c(=O)c2ccccc12	.	-1	3	.	3	-4	.	-5
c1ccc(CSCc2cn3ccsc3n2)cc1	.	1	0	.	-8	-3	.	5
O=C(NCC[C@@H]1CC[C@H](NC(=O)c2cnccn2)[C@H](CO)O1)Nc1ccc(F)cc1	0	6	-2	0.5	.	0	-5	4
CCOc1ccccc1/C=N/NC(=O)c1cccc(S(=O)(=O)N2CCOCC2)c1	-5	.	-2	-3.3	0	-1	2	-2
CC1CCCCN1CC(O)COCCC12CC3CC(CC(C3)C1)C2 (stereo unspecified)	-18	-19	0	0.7	-8	2	-12	-25
O=C(NNC(=O)c1ccccc1O)c1ccco1	0	10	.	4.4	5	.	4	.
COc1ccc(NC(=O)Nc2ccc3c(c2)C(=O)N([C@H](C)CO)C[C@@H](C)[C@H](CN(C)CC2CCCCC2)OCCCC[C@@H](C)O3)cc1	-19	-6	5	1.7	-15[16.7 µM]	-2	.	-400
Cc1noc(C)c1NC(=O)N(C)C[C@@H]1OCCCC[C@@H](C)Oc2ccc(N(C)C)cc2C(=O)N([C@@H](C)CO)C[C@H]1C	4	?	.	0.5	0[16.7 µM]	.	-20	7
O=C(O)C1CCC(=O)N1C(=O)OCc1ccccc1 (stereo unspecified)	-2	.	4	-0.2	-1	-8	-1	2
CCN(C[C@H]1N[C@@](C)(C(=O)OC)[C@H]2C(=O)N(C)C(=O)[C@@H]12)C(=O)c1ccc(C(C)(C)C)cc1	.	.	-1	-0.3	.	0	1	0
Nc1ncnc2c1ncn2C1CCCC(CO)O1 (stereo unspecified)	2	-11	0	-1.3	-3	4	6	-1
C[C@@H]1CCCCO[C@@H](CN(C)C(=O)c2ccccc2)[C@@H](C)CN([C@@H](C)CO)C(=O)c2cc(NS(=O)(=O)c3cn(C)cn3)ccc2O1	3	-3	1	1.3	-1[16.7 µM]	-7	4	.
N#Cc1cnn(Cc2ccc(Cl)cc2)c1N	.	13	-5	.	0	7	-3	-3

Structures shown so far with an NH in an aromatic ring, in the order listed:
SMILES	GSIS activator	PGC1a acetyl inh	Cneo AK release	CFTR F508del cor	miR122 inh	PglD DTNB	FN deposition inh	Statin myotox sup
Cc1csc(NC(=O)C2CCCN(S(=O)(=O)c3cnc[nH]3)C2)n1 (stereo unspecified)	9	-13	0	-0.1	3	-1	-8	-6
Cc1cc(C)cc(C(=O)N(Cc2ccco2)c2c(N)n(Cc3ccccc3)c(=O)[nH]c2=O)c1	1	-5	1	6.9	-2	-8	3	8
CCOc1cc(N(CC)CC)ccc1/C=C(/C#N)c1nc2ccccc2[nH]1	.	-24	-3	.	-19	1	.	-60
Cc1cccc(CCNC(=O)CN(C)S(=O)(=O)c2cnc[nH]2)c1	3	5	-1	.	2	5	0	.
CCN(CC)CCN(Cc1cc2cc3c(cc2[nH]c1=O)OCCO3)C(=S)NCCCN(C)C	13	4	-2	1.3	-2	9	4	0
COc1cccc(CNCCc2c[nH]c3ccccc23)c1OCc1ccc(F)cc1	-24	-41	3	.	-5	26*	.	-33
O=C(CCc1nnc(Cc2c[nH]c3ccccc23)o1)NC1CCCC1	7	-4	6	1.1	-5	6	0	6
